GASC-1 inh = inhibitors of GASC-1 histone demethylase, primary screen, biochemical, fluorescence, DELFIA europium; AID 2099, 2009; actives 0.069% (n = 330,000); inhibition, % at 2.35 µM; Lysine-specific demethylase 4C (Homo sapiens), Q9H3R0; GST-JMJD2C(1-420) H3K9me3 demethylation;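 active = more than half of a compound's replicate wells show inhibition beyond 50%, single wells judged on their own value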;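 note: signal counts dimethyl H3K9 product captured on neutravidin plate; 0% = median of DMSO wells and 100% = 0.3 times that DMSO median; strong numbers were not always called active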
Target sequence (Q9H3R0 1-420 limits assumed): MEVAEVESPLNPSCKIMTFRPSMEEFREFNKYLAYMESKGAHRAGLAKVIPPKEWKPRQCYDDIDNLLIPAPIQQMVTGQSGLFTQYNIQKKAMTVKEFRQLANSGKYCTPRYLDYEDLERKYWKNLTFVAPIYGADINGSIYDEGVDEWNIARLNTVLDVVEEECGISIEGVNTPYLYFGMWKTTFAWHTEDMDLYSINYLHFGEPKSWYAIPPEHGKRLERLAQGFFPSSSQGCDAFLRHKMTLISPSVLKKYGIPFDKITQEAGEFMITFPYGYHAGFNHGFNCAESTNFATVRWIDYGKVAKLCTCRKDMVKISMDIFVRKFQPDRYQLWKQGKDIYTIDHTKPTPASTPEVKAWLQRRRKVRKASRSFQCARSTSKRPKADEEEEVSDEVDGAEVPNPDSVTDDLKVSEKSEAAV
core dimer inh = inhibitors of HCV core protein dimerization, primary screen, biochemical, TR-FRET, high-throughput; actives 0.33% (n = 300,000); inhibition, % at 5 µM; TR-FRET GST/Flag-core106 dimerization, 1536-well;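 active = inhibition above the mean of all tested compounds plus 3 SD, set per screening campaign, cut at about 45% in these data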
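Assay system: tagged HCV core106 pair (GST and Flag); medium: KF-containing HEPES buffer, pH 7.45, DTT, CHAPS, BSA; also added: Eu donor and XL665 acceptor anti-tag antibodies; dosing: 5 µM single dose; timing: compound-protein-antibody incubation 4 h at 22.5 °C; signal: TR-FRET 671 and 617 nm emission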
ZTA DNA inh = ZTA (EBV) inhibition in EBNA-1 counter-screen | P03206 | ZTA-DNA binding, fluorescence polarization | inhibition, % at 11 µM | actives 0.15% (n = 320,000); in the data active = inhibition above about 33%
Target sequence (P03206 whole entry, looked up): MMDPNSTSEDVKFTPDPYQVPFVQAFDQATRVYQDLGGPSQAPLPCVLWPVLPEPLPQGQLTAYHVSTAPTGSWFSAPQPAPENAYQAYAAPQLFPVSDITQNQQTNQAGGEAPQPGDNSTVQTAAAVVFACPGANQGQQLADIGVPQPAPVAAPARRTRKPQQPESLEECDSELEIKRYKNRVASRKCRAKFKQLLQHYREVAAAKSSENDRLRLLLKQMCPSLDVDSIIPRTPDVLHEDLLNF
Fh CTSL1 inh = Fasciola hepatica cathepsin L1 inhibitors, primary screen, counter-screen for PFM18AAP inhibitor project, biochemical, QFRET, fluorogenic peptide substrate | AID 1906, 2009 | inhibition, % at 5.96 µM | recombinant F. hepatica cathepsin L1, Z-Leu-Arg-MCA fluorescence | actives 0.49% (n = 300,000);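 active = inhibition above the mean of all tested compounds plus 3 SD, set per screening campaign, cut at about 17% in these data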;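 note: 0% = plate median of test compound wells and 100% = 1 µM Z-Phe-Ala-diazomethylketone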
EBNA-1 inh = EBNA-1 DNA-binding inhibitors, primary screen, biochemical, fluorescence polarization | actives 0.34% (n = 300,000) | inhibition, % at 14.8 µM; in the data active = inhibition above about 28%
PP1 inh = PP1-alpha phosphatase inhibitors, primary screen, counter-screen for PP5 inhibitor project, biochemical, fluorescence, OMFP substrate, single point; inhibition, % at 6.7 µM; Serine/threonine-protein phosphatase PP1-alpha catalytic subunit (Homo sapiens), P62136; actives 0.9% (n = 320,000); purified PP1alpha;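 active = inhibition above the mean inhibition of all tested compounds plus 3 SD, computed separately for each screening campaign, cut at about 15% in these data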
Target sequence (P62136 whole entry, looked up): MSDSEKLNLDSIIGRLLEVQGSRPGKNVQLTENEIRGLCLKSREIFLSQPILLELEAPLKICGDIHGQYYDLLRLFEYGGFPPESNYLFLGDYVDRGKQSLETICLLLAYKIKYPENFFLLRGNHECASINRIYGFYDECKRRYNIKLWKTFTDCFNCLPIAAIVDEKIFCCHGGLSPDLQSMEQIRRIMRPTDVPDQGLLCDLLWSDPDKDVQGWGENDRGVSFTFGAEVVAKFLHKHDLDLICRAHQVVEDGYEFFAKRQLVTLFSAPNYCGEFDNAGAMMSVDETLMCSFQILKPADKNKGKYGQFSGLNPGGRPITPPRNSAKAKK
PP5 inh = PP5 phosphatase inhibitors, primary screen, biochemical, fluorescence; purified PP5c, OMFP substrate fluorescence; inhibition, % at 6.7 µM; actives 0.18% (n = 320,000); AID 1987, 2009;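 active = inhibition above the campaign's mean inhibition across all tested compounds plus 3 SD, cut at about 9.5% in these data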;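 note: 0% = DMSO only and 100% = 100 µM cantharidin control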
TPT1 inhibitor = Candida albicans TPT1 enzyme inhibitors, primary screen, biochemical, fluorescence polarization. AID 1962, 2009. recombinant caTPT1, FP RNA substrate dephosphorylation. inhibition, % at 5 µM. actives 0.81% (n = 300,000);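 active = inhibition above the mean of all tested compounds plus 3 SD, set per screening campaign, cut at about 24% in these data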;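 note: plate controls were DMSO alone for no effect and ferristatin control at 100 nM for full effect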
Yeast superoxide = reduction of superoxide in aged yeast, primary screen, HTS; AID 2690, 2010; superoxide response (% of plate mean), % at 10 µM; actives 0.18% (n = 330,000); S. cerevisiae aged cells, superoxide DHE fluorescence; hits give low values;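 active = superoxide response under a set limit, about three screen SD below normal, cut at about 65% in these data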;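 note: yeast aged for seven days with compound at 30 °C before DHE staining; 100% = average MFI of all compound-treated wells on the plate with controls excluded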
Numbers without * were called inactive; / = not tested or not shown.

Value order – GASC-1 inh	core dimer inh	ZTA DNA inh	Fh CTSL1 inh	EBNA-1 inh	PP1 inh	PP5 inh	TPT1 inhibitor	Yeast superoxide
O=C(NCc1ccc(F)cc1)c1cnc(Cl)c(Cl)c1
    -1	5	-10	-1	4	2	-1.2	1	96
COc1ccccc1C(O)(C(=O)NNc1cccc(C)c1)c1ccccc1OC
    10	4	9	-4	0	-1	0.3	1	89
COc1cc2c(cc1OC)C(C(=O)NCc1cccnc1)C(c1cccnc1)N(C)C2=O (configuration not stated)
    15	-1	13	5	11	-2	-1.5	-3	87
Cc1cc2ccccc2n1CCNC(=O)Cc1cccc2ccccc12
    -3	-23	10	5	-6	-1	6.4	-1	116
CC1(C)C(=O)Nc2ccccc2N1C(=O)COC(=O)COc1cccc(C(F)(F)F)c1
    6	-2	-15	-2	-15	-1	6.0	1	99
CC1(C)c2ccccc2N(CC(N)=O)C12C=Cc1ccccc1O2 (configuration not stated)
    -5	5	18	1	-3	0	3.8	1	115
CC1(C)Cc2c(C#N)c(SCCOc3ccccc3)nc(N3CCOCC3)c2CO1
    2	9	11	1	5	0	-0.4	-2	106
Cc1noc(C)c1C(=O)OCC(=O)Nc1ccc(S(N)(=O)=O)cc1
    -4	/	4	/	/	0	1.8	/	98
CC(C)[C@H](NC(=O)c1ccccc1)C(=O)O
    6	-13	-10	3	0	0	-0.6	-6	95
CCN(Cc1ccccc1)C(c1ccccn1)c1nnnn1C1CCCCC1 (configuration not stated)
    -4	7	10	2	7	-3	0.0	-1	93
Oc1ccc(-c2csc(-c3c[nH]c4ccccc34)n2)c(O)c1
    -4	-11	-8	-1	2	-4	2.7	1	90
Cc1ccc(CN2CCN(Cc3cn(C)nc3-c3ccccc3)CC2CCO)o1 (configuration not stated)
    3	-6	-7	-1	-10	-5	3.1	-2	105
Cc1ccc(CNC(=O)C(=O)NCC2OCCCN2S(=O)(=O)c2ccc(F)cc2)cc1 (configuration not stated)
    -18	-1	1	1	-4	-5	-0.8	1	90
COC(=O)c1cc(Br)c(=O)n(CCc2ccccc2)c1
    -11	5	17	-3	16	1	0.7	-10	88
CCCCN(C(=S)Nc1cccc(C)c1C)c1c(N)n(CCC)c(=O)[nH]c1=O
    -25	-4	3	3	0	-2	0.0	0	93

Results in EBNA-1 inh (three entries from above):
| Molecule | EBNA-1 inh |
| --- | --- |
| O=C(NCc1ccc(F)cc1)c1cnc(Cl)c(Cl)c1 | 4 |
| CC1(C)Cc2c(C#N)c(SCCOc3ccccc3)nc(N3CCOCC3)c2CO1 | 5 |
| CCCCN(C(=S)Nc1cccc(C)c1C)c1c(N)n(CCC)c(=O)[nH]c1=O | 0 |

An excerpt of these results, as a markdown table:
| SMILES | GASC-1 inh | core dimer inh | ZTA DNA inh | Fh CTSL1 inh | EBNA-1 inh | PP1 inh | PP5 inh | TPT1 inhibitor | Yeast superoxide |
| --- | --- | --- | --- | --- | --- | --- | --- | --- | --- |
| CC1(C)C(=O)Nc2ccccc2N1C(=O)COC(=O)COc1cccc(C(F)(F)F)c1 | 6 | -2 | -15 | -2 | -15 | -1 | 6.0 | 1 | 99 |
| CC1(C)c2ccccc2N(CC(N)=O)C12C=Cc1ccccc1O2 (configuration not stated) | -5 | 5 | 18 | 1 | -3 | 0 | 3.8 | 1 | 115 |
| CC1(C)Cc2c(C#N)c(SCCOc3ccccc3)nc(N3CCOCC3)c2CO1 | 2 | 9 | 11 | 1 | 5 | 0 | -0.4 | -2 | 106 |
| Cc1noc(C)c1C(=O)OCC(=O)Nc1ccc(S(N)(=O)=O)cc1 | -4 | / | 4 | / | / | 0 | 1.8 | / | 98 |
| CC(C)[C@H](NC(=O)c1ccccc1)C(=O)O | 6 | -13 | -10 | 3 | 0 | 0 | -0.6 | -6 | 95 |
| CCN(Cc1ccccc1)C(c1ccccn1)c1nnnn1C1CCCCC1 (configuration not stated) | -4 | 7 | 10 | 2 | 7 | -3 | 0.0 | -1 | 93 |

Later entries:
Value order – GASC-1 inh	core dimer inh	ZTA DNA inh	Fh CTSL1 inh	EBNA-1 inh	PP1 inh	PP5 inh	TPT1 inhibitor	Yeast superoxide
O=C(CN1C(=O)NC2(CCCC2)C1=O)OCc1c(F)cccc1Cl
    -8	-3	-2	2	4	-2	1.8	2	96
Cc1cc(C(=O)Nc2sccc2C#N)c2ccccc2n1
    4	33	12	0	-13	1	2.1	16	97
CN1CCN(C(=O)c2ccc3c(c2)OCCO3)CC1
    4	-8	-3	-3	8	0	-1.3	-4	87
CCOC(=O)Cc1csc(NC(=O)c2c(-c3c(Cl)cccc3Cl)noc2C)n1
    -4	7	9	4	6	-2	3.0	-3	113
COc1ccc(S(=O)(=O)N(C)c2ccc(C(=O)Nc3ccccc3C(=O)N3CCOCC3)cc2)cc1
    2	7	-1	-1	-3	-2	4.3	1	95
O=C(O)c1cccc(NS(=O)(=O)c2ccc(Oc3ccc(S(=O)(=O)Nc4cccc(C(=O)O)c4)cc3)cc2)c1
    -32	6	-11	0	10	6	1.6	-2	95
CCSC1=C(C#N)C(c2ccccc2Cl)CC(=O)N1 (configuration not stated)
    -4	1	0	1	-13	0	5.0	-5	108
Cc1ccccc1-c1ccc(/C=C2/SC(N3CCOCC3)=NC2=O)o1
    -47	-7	-1	8	-5	-2	2.3	4	122
O=C(C1COc2ccccc2O1)N1CCN(c2ccccn2)CC1 (configuration not stated)
    5	-5	-1	-4	-9	-3	-1.0	3	98
Cc1ccc(/C=C/C(=O)O)cc1S(=O)(=O)N(CCO)CCO
    -2	7	-13	-2	-6	9	4.0	1	101
COc1cc(C)ccc1OCc1cc(C(=O)NCc2ccncc2)no1
    4	-12	-12	5	0	5	6.2	1	96
Cc1cc(C)n(Cc2n[nH]c(=S)n2Cc2ccccc2)n1
    -2	-4	2	1	7	1	-0.1	0	95
Cc1ccc(/C(O)=C/C(=O)C(=O)NC23CC4CC(CC(C4)C2)C3)cc1
    -8	4	2	-1	-15	-1	3.3	-3	85
COCCN(CCOC)C(=O)c1ccc(SCc2ccc(C)cc2)c([N+](=O)[O-])c1
    1	-5	-13	-3	7	-3	2.7	0	104
O=C(Cn1nnc2ccccc21)Nc1ccc(Cl)cn1
    -5	0	-1	-7	5	2	2.4	2	91
O=c1oc2c(CN3CCCCC3)c(O)ccc2c2c1CCCC2
    0	6	14	4	16	4	2.9	-2	86
COc1ccc(C(=O)N/N=C/c2ccc(OC(=O)c3ccccc3)cc2)cc1
    23	15	8	-3	19	6	-1.9	1	98
CCOc1ccc(C2NC(=O)C(C#N)=C(S)N2c2cccc(C)c2)cc1OC (configuration not stated)
    8	0	0	2	8	2	-0.7	-3	82
CCOC(=O)CNC(=O)N1c2ccccc2Sc2ccccc21
    20	4	-5	1	9	-10	2.7	5	102
CC(C)NC(=O)N1CCN(c2ccncc2S(=O)(=O)N2CCOCC2)CC1
    -2	-6	6	2	-2	-11	0.6	0	98
O=C(CCSCc1ccccc1F)N1CCN(c2ccccn2)CC1
    1	-2	-3	-5	1	3	1.8	-1	90
O=C(CN1C(=O)C(=O)N(Cc2ccccc2)C1=O)Nc1ccc(F)c(Cl)c1
    4	-1	5	-1	8	1	-2.1	-1	87
O=C(NCC1CCN(Cc2ccccc2Cl)CC1)Nc1cccc(Cl)c1
    -6	-4	-22	-1	-18	-3	-0.6	-2	103
CCc1cccc(NC(=O)CCc2nc3sc4c(c3c(=O)[nH]2)CCCC4)c1
    -22	30	-2	-3	-9	3	-0.2	14	104
O=C(C1CCCN(c2ncnc3c2nc2n3CCCCC2)C1)N1CCN(c2ccc(Cl)cc2)CC1 (configuration not stated)
    21	15	-3	-4	-8	1	2.1	-2	104
Cc1onc(-c2ccccc2Cl)c1C(=O)Nc1sc2c(c1C#N)CCC2
    10	5	16	1	9	1	-1.8	5	101
COc1ccccc1Cn1c(=O)[nH]c2cccnc21
    23	2	-7	1	6	1	2.4	4	80
CC1(C)CC(c2nc(-c3ccc([N+](=O)[O-])cc3)cs2)CCO1 (configuration not stated)
    12	2	-2	-1	-1	0	-0.2	-2	144
CN(C)c1ccc(S(=O)(=O)N2CCCCC2)cc1NC(=O)COc1ccccc1F
    -2	9	-19	3	-3	10	4.4	-2	132
Cc1cc(/C=N/n2c(COc3ccccc3C)nc3ccccc3c2=O)c(O)c([N+](=O)[O-])c1
    9	20	-11	2	-3	3	4.4	5	92

A second format for four compounds above:
SMILES	GASC-1 inh	core dimer inh	ZTA DNA inh	Fh CTSL1 inh	EBNA-1 inh	PP1 inh	PP5 inh	TPT1 inhibitor	Yeast superoxide
O=C(C1CCCN(c2ncnc3c2nc2n3CCCCC2)C1)N1CCN(c2ccc(Cl)cc2)CC1 (configuration not stated)	21	15	-3	-4	-8	1	2.1	-2	104
Cc1onc(-c2ccccc2Cl)c1C(=O)Nc1sc2c(c1C#N)CCC2	10	5	16	1	9	1	-1.8	5	101
COc1ccccc1Cn1c(=O)[nH]c2cccnc21	23	2	-7	1	6	1	2.4	4	80
CC1(C)CC(c2nc(-c3ccc([N+](=O)[O-])cc3)cs2)CCO1 (configuration not stated)	12	2	-2	-1	-1	0	-0.2	-2	144

Next results
Value order – GASC-1 inh	core dimer inh	ZTA DNA inh	Fh CTSL1 inh	EBNA-1 inh	PP1 inh	PP5 inh	TPT1 inhibitor	Yeast superoxide
COc1ccccc1Nc1ncccc1C(=O)O
    -2	-16	-6	5	-3	-1	1.8	-3	108
COc1ccc(OC)c(NC(=S)N2CCN(Cc3ccccc3)CC2)c1
    8	-7	-20	0	-8	0	4.1	-1	101
COCCNC(=S)N(CCc1c(C)[nH]c2ccc(F)cc12)Cc1cccs1
    -9	1	12	-1	-4	-5	3.8	2	96
CC/C(=N\NC(=O)c1c[nH]c2ccccc12)c1cccs1
    5	-5	-10	5	3	-3	1.3	2	91
O=C(COc1ccccc1)N=C1SC2CS(=O)(=O)CC2N1c1ccc(F)cc1 (configuration not stated)
    19	-2	-18	1	-12	3	-0.1	-4	94
NC(=O)C1CCN(Cc2nc3ccccc3c(=O)[nH]2)CC1
    3	-3	1	1	2	2	4.0	-3	122
CCCN(C1CCS(=O)(=O)C1)S(=O)(=O)c1cc(OC)ccc1OC (configuration not stated)
    5	/	-9	/	/	-5	-1.4	/	105
CCCCOc1ccc(C(=O)OCC(=O)Nc2cc(C)on2)cc1
    11	2	8	1	5	4	0.3	3	100
COc1ccc(OC)c(NC(=O)COC(=O)c2ccc(OC)c(S(=O)(=O)N3CCCC3)c2)c1
    8	/	-1	/	/	0	0.4	/	81
CC(Oc1ccccc1)C(=O)N=C1SC2CS(=O)(=O)CC2N1c1ccccc1 (configuration not stated)
    11	-11	-9	6	-4	0	2.9	-2	96
Cc1nnc2ccc(-c3cccc(NS(=O)(=O)c4cc(F)ccc4F)c3)nn12
    -5	-1	-7	2	7	2	1.5	-3	97
COc1cccc(NC(=O)CCCCCN2C(=O)[C@@H]3Cc4ccccc4CN3C2=O)c1
    2	6	-7	2	2	1	1.2	-2	90
Cc1cc(OCCOCCN2CCCC2)ccc1C(C)C
    -9	-7	-13	2	1	-4	0.6	-6	89
Cc1[nH]c(=O)[nH]c(=O)c1NC(=O)CSc1ncccc1-c1nc2ccccc2[nH]1
    0	3	4	1	3	-1	-0.5	1	108
CCc1ccc(C(=O)CSc2ncn[nH]2)cc1
    -8	0	-22	4	8	-1	0.0	-4	94
